Bioassay records as filed in PubChem BioAssay.
EP2 mod = EP2 receptor (human) modulation; induction, % at 25 µM; EP2-expressing cells, cAMP HTRF FRET, PGE2 co-stimulation; AID 940; 260,000 tested, 0.83% active;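 active means compounds whose cAMP rise, as percent of the full-agonist control response, exceeds 60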;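 further: rat C6 glioma line stably carrying human EP2 under a CMV promoter; the protocol text gives 20 µM as final concentration; 100% = response of wells given 1 µM PGE2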
Target sequence (P43116 whole entry, looked up): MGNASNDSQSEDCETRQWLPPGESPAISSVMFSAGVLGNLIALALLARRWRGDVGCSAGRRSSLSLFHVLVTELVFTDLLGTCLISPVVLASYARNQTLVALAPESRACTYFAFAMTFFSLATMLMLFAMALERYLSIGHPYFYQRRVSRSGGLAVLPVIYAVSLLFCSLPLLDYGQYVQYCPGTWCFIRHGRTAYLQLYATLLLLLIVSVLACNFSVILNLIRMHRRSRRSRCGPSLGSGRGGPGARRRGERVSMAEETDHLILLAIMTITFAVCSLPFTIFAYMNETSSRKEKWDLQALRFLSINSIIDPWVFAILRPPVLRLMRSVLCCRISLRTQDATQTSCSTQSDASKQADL
The depositor's hits bear a star.

cpd	molecule	EP2 mod
1	Cc1nn(CC(=O)NC2CCCCC2C)c(=O)c2cc3ccsc3n12 (stereo unspecified)	13
2	O=C(NC1CCCCC1)C(c1ccc(F)cc1)N(C(=O)Cc1ccsc1)c1ccc2c(c1)OCO2 (stereo unspecified)	20
3	CC(C)(C)OC(=O)N1CCC[C@@H]1C(=O)c1nccs1	3
4	COc1ccc(CN(Cc2nc[nH]c2C)CC2CCCO2)cc1OC (stereo unspecified)	1
5	O=C(Nc1ccc(F)cc1F)c1nc2ncccn2n1	1
6	COC(=O)c1ccccc1S(=O)(=O)N(Cc1cc2cc(C)c(C)cc2[nH]c1=O)C1CCCCC1	0
7	CCc1cc2cc3c(cc2nc1SCC(=O)NNC(=O)c1ccccc1)OCO3	38
8	CCOc1ccccc1NC(=O)CSc1nnc(C)c(=O)[nH]1	10
9	CCCC(NC(=O)C1C=CCN1S(C)(=O)=O)c1cccs1 (stereo unspecified)	-26
10	O=C(NCc1cccs1)C1CCN(S(=O)(=O)c2ccc(C(F)(F)F)cc2)CC1	-43
11	O=C(Cn1nnc2ccccc21)Nc1ccc(Cl)cc1	-43
12	Cn1c(CNc2ccc(F)cc2)nnc1SCC(=O)N1CCCCC1	4
13	Nc1cccc(S(=O)(=O)N2CCCCC2)c1	-11
14	Cc1nnc(Sc2nc([N+](=O)[O-])nn2C)s1	12
15	CCn1c(COc2ccc(OC)cc2)nnc1SCC(=O)Nc1nc(C)cs1	19
16	O=c1[nH]c2cc3c(cc2cc1CN(Cc1cccnc1)S(=O)(=O)c1ccc(F)cc1)OCCO3	-21
17	C[N+]1(CC2Cc3ccccc3O2)CCOCC1 (stereo unspecified)	-18
18	COc1ccc(NC(=O)c2ccc(-c3cccc(Cl)c3)o2)c(OC)c1	13
19	COc1cccc(NC(=O)CSc2nc3ccccc3n2CC(=O)N2CCCC2)c1	-7
20	O=C(C1CC1)N1CCC[C@H]1Cn1nc(-c2ccc(F)cc2)ccc1=O	-34
21	Fc1cccc(C2(NCc3ccnc(N4CCCC4)n3)CC2)c1	-3
22	CCC(CC)c1nnc(NC(=O)c2cc(Cl)ccc2OC)s1	-45
23	O=C(CSc1nc(-c2ccco2)cc(C(F)(F)F)n1)Nc1c(Cl)cccc1Cl	-158
24	COc1ccc(CNC(=O)CSc2nc3cc4c(cc3cc2C)OCCO4)cc1	32
25	O=C(O)CC(CC(=O)O)C(=O)O	-14
26	COc1cccc(C2(NC(=O)CCn3cnc4ccccc43)CCCC2)c1	-35
27	Cc1ccc2c(c1)cc(CN(Cc1cccnc1)C(=O)c1cccs1)c1nnnn12	12
28	Cc1ccc(S(=O)(=O)N[C@H](CO)C(=O)O)cc1	36
29	COc1ccc2c(c1)NC1(CCN(CCCOc3ccccc3)CC1)c1cccn1-2	-95
30	N#Cc1cnc(SCc2ccccc2)nc1N	-9

Ordered by value in EP2 mod (lowest first): six from the list above.
cpd	molecule	EP2 mod
22	CCC(CC)c1nnc(NC(=O)c2cc(Cl)ccc2OC)s1	-45
20	O=C(C1CC1)N1CCC[C@H]1Cn1nc(-c2ccc(F)cc2)ccc1=O	-34
16	O=c1[nH]c2cc3c(cc2cc1CN(Cc1cccnc1)S(=O)(=O)c1ccc(F)cc1)OCCO3	-21
4	COc1ccc(CN(Cc2nc[nH]c2C)CC2CCCO2)cc1OC (stereo unspecified)	1
12	Cn1c(CNc2ccc(F)cc2)nnc1SCC(=O)N1CCCCC1	4
28	Cc1ccc(S(=O)(=O)N[C@H](CO)C(=O)O)cc1	36

Next part.
cpd	molecule	EP2 mod
31	O=C(NCCCN1CCOCC1)c1cn(Cc2c(F)cccc2Cl)nn1	-84
32	Cc1cc(/C=C/c2ccc3cc(N(C)C)ccc3[n+]2C)c(C)n1-c1ccccc1	-10
33	Cc1ccc2c(c1)cc(C)c1nnc(SCC(N)=O)n12	17
34	CCN(CC)C(C)c1ccc(C(=O)OC)o1 (stereo unspecified)	-4
35	Cc1ccc(C(c2nnnn2CC2CCCO2)N2CCN(C3CCCC3)CC2)cc1 (stereo unspecified)	3
36	COc1ccccc1-c1nnc(SCC(=O)Nc2sc3c(c2C#N)CCCC3)n1C	33
37	COc1ccccc1NC(=O)CSc1nc(C)cc(C)c1C#N	45
38	CC(C)c1nnc(NC(=O)c2ccccc2F)s1	-22
39	COc1ccc(-c2ccnc(SCC(=O)N3CCC(C)CC3)n2)cc1	-36
40	CN(C)S(=O)(=O)c1ccc(N2CCN(c3ncccn3)CC2)c(Cl)c1	-57
41	O=C(c1ccco1)N1CCC[C@H]1Cn1nc(-c2cccs2)ccc1=O	-50
42	Cc1cccc(NC(=O)N2CCCC(c3nc4ccc(C)cc4[nH]3)C2)c1 (stereo unspecified)	6
43	O=C(Nc1ccc(F)cc1)C1CCN(C(=O)c2cccs2)CC1	-3
44	Cc1ccc2nc3c(cc2c1)CN(Cc1cccs1)C(=O)CO3	-41
45	O=C(CSc1nnnn1-c1ccc(Cl)cc1)NCc1cccs1	-7
46	CCOCCCNC(=O)C1CCCN(S(=O)(=O)c2ccc(OC)cc2)C1 (stereo unspecified)	1
47	O=C(CC1CCCCC1)N1CCC[C@H](Cn2nc(-c3cccs3)ccc2=O)C1	-45
48	Cc1ccc(-n2c(=O)[nH]c3c(C(N)=O)nc(-c4cnn(C)c4C)nc32)cc1	10
49	CC1(C)CCC(=O)N[C@H]1CC(=O)C[C@@H]1NC(=O)CCC1(C)C	-1
50	CC(C)N1CC23C=CC(O2)C(C(=O)O)C3C1=O (stereo unspecified)	-3
51	COc1ccc(CN2CCC(C(=O)NC(C)(C)C)CC2)c(OC)c1	-9
52	COc1ccc(C2Nc3ccc(C)cc3-c3cc(C)nn32)cc1OC (stereo unspecified)	-69
53	COc1ccc(Nc2ccc([N+](=O)[O-])cn2)cn1	-44
54	COc1ccc2[nH]c(=O)c(CN(CCO)Cc3nnnn3Cc3ccco3)cc2c1	-18
55	CCOC(=O)Cn1nnnc1CN(Cc1ccccc1)Cc1cc2c(C)cc(C)cc2[nH]c1=O	65*
56	CSc1ncc(C(=O)N2CCC(COc3ccccn3)CC2)cn1	-58
57	Cc1cccc2cc(CN(CC3CCCO3)C(=S)Nc3cccc(Cl)c3)c(=O)[nH]c12 (stereo unspecified)	9
58	Cc1ccc(-c2csc3nc[nH]c(=O)c23)c(C)c1	11
59	CCOc1ccc(C(=O)N(C)Cc2cc3ccc(C)cc3[nH]c2=O)cc1	-32
60	N#CCCN1CCN(C(=O)Nc2ccc(F)cc2)CC1	-4
61	Cc1cccc(NC(=S)N(CCCO)Cc2cc3cc(C)c(C)cc3[nH]c2=O)c1	-26
62	O=C(c1n[nH]c2c1CCCC2)N1CCn2cc(C(F)(F)F)nc2C1	-46
63	COc1cc(-c2nc3cnccn3c2NCc2ccco2)cc(OC)c1OC	-22
64	COc1ccc(-c2cc(-c3ccc(Cl)s3)nc(N)c2C#N)cc1	-2
65	O=C1NC(=O)N(c2ccc(F)cc2)C(=O)/C1=C/c1ccc(N2CCOCC2)o1	-9
66	CCn1c(SCC(=O)Nc2ccc(C)c(Cl)c2)nnc1-c1ccco1	-36
67	CCOc1cc(S(=O)(=O)N2CCN(Cc3ccccc3)CC2)c(OCC)cc1-n1cnnn1	-2
68	COCCn1c(SCC(=O)Nc2nnc(C)s2)nnc1-c1ccccc1	6
69	COc1ccc(-c2nnc(NC(=O)c3cc(OC)cc(OC)c3)s2)cc1	-9
70	CCc1ccc2[nH]c(=O)c(CN(Cc3ccco3)C(=O)Nc3ccccc3Cl)cc2c1	32
71	CCN(C(=O)C1CC1)c1nc(-c2cc(OC)ccc2OC)cs1	65*
72	CCN(CC)CCN(Cc1cc2c(C)ccc(C)c2[nH]c1=O)C(=O)Nc1ccccc1	-71
73	COc1ccc(CNC(=O)CN2C(=O)COc3ccc(C)cc32)cc1	-3
74	CCc1ccc2[nH]c(=O)c(C(c3nnnn3C(C)(C)CC)N3CCCCC3)cc2c1 (stereo unspecified)	28
75	CC(=O)/C(=N\N=C(N)N)c1ccccc1	4
76	Cn1c(=O)c2c(nc(N3CCN(CCO)CC3)n2Cc2cccc3ccccc23)n(C)c1=O	-6
77	O=C(CCC(=O)N(CC(=O)NC1CCCC1)c1ccc(F)cc1)Nc1nccs1	26
78	COCCNc1c(-c2ccccc2OCc2ccccn2)nc2cnccn12	-3
79	NCCn1c(C(F)(F)F)nc2ccccc21	-8
80	CCc1nnc(NC(=O)CSc2nnc(CNc3ccc(F)cc3)n2C)s1	-38
81	COCC(=O)NC1CC(C)(C)Cc2c1cnn2-c1ccc(C)cc1 (stereo unspecified)	-6
82	CCC1CCCCN1C(=O)c1sc2nc(C)cc(C)c2c1N (stereo unspecified)	-11
83	COc1cccc(-n2c(SCC(=O)N3CCCCC3)nnc2-c2ccoc2C)c1	-28
84	COc1ccc(C2=NN(CC(=O)N(C)C)C(=O)c3cc4ccccc4n3C2)cc1	-4
85	CNc1ncc(CN(Cc2ccccc2F)C2CC(C)(C)NC(C)(C)C2)cn1	-17
86	CC(C)(C)c1ccc(OCC(=O)NCC2CCCO2)cc1 (stereo unspecified)	-19
87	C/C(Cl)=C\CSc1nc(N2CCOCC2)c2c(c1C#N)CC(C)(C)OC2	68*
88	CC(C)NC(=O)c1ccc(Cl)c(S(=O)(=O)N2CCOCC2)c1	-5
89	CCC(C)(C)n1nnnc1C(C(C)C)N(CCc1ccccc1)Cc1cc2cc(C)ccc2[nH]c1=O (stereo unspecified)	18
90	Cc1nnc2nc(-c3ccc(NC(=O)CCCN4CCCC4=O)cc3)cn2c1C	-52

Some of the entries above in a different format.
[82] CCC1CCCCN1C(=O)c1sc2nc(C)cc(C)c2c1N (stereo unspecified)
  EP2 mod: -11

[87] C/C(Cl)=C\CSc1nc(N2CCOCC2)c2c(c1C#N)CC(C)(C)OC2
  EP2 mod: 68*

Following part.
cpd	molecule	EP2 mod
91	Cc1cccc(NC(=O)Cn2cc(C(=O)c3ccco3)c3ccccc32)c1C	-54
92	CCCN1C2CCCC1CC(NC(=S)Nc1ccc(OC)cc1OC)C2 (stereo unspecified)	-70
93	COc1ccc(OC)c(-c2[nH]nc3c2C(c2cccc4ccccc24)C(C#N)=C(N)O3)c1 (stereo unspecified)	15
94	CCOC(=O)Cc1csc(NC(=O)CSc2cc(C)c3ccccc3n2)n1	16
95	CC1CN(C)CCC1CCc1ccc(NC(=O)Cn2cnc3ccccc3c2=O)cc1 (stereo unspecified)	-29
96	Cc1ccc(C(=O)Nc2sc3c(c2C(N)=O)CCC3)cc1C	1
97	C[C@@H]1CC2C3CCC4=CC(=O)C=C[C@]4(C)[C@@]3(F)[C@@H](O)C[C@]2(C)[C@@]1(O)C(=O)CO (stereo partly specified)	5
98	CC(c1ccc(F)cc1)n1cc(C(=O)NCCCn2ccnc2)nn1 (stereo unspecified)	-20
99	CCCC(c1nnnn1C(C)(C)CC)N1CCN(C2CCCCC2)CC1 (stereo unspecified)	-26
100	COc1ccc(NC(=O)N(Cc2ccccc2)Cc2cc3ccc(C)c(C)c3[nH]c2=O)cc1	2
101	COc1cc(C(=O)CSc2nc(N)cc(N)n2)ccc1NC(C)=O	-12
102	CCC(c1nnnn1CCOC)N1CCN(c2ccccc2)CC1 (stereo unspecified)	-35
103	CC1Cc2cc(C(O)CN3CCN(c4nc5ccccc5o4)CC3)ccc2O1 (stereo unspecified)	-31
104	CCc1cc(N2CCN(c3ncccn3)CC2)n2nc3nc(C)cc(C)c3c2n1	2
105	CC(C)(C)C(=O)Nc1nnc(-c2cccnc2)s1	-40
106	O=C1NC(=O)N(c2cccc(Br)c2)C(=O)/C1=C/c1cccc(O)c1	-1
107	CCn1c(SCC(=O)Nc2ccc(C)c(Cl)c2)nnc1-c1ccncc1	-33
108	CCc1ccc(-n2c(SCC(=O)NC(C)CC)nnc2-c2ccccn2)cc1 (stereo unspecified)	-7
109	Cc1ccccc1NC(=O)COC(=O)c1ccccn1	-45
110	CCn1cc(C(=O)N2CCC3(CC2)NC(=O)c2cccnc2N3C)c(=O)c2ccc(C)nc21	-32
111	O=C(c1ccc(Cn2cc(Cl)cn2)o1)N1CCC[C@H]1[C@H](O)c1nc2ccccc2s1	1
112	CCC(=O)Nc1nnc(C2CCCO2)s1 (stereo unspecified)	-11
113	COCC(=O)Nc1sc2c(c1C(N)=O)CCCC2	-44
114	Cc1nnc(SCc2ccc(OC(C)C)cc2)n1N	-6
115	O=C(Cn1c2ccccc2n2c(SCC(=O)N3CCc4ccccc43)nnc12)N1CCCC1	4
116	Cc1ccc(-c2nnc(SCC(=O)Nc3ccc(S(=O)(=O)N4CCOCC4)cc3)o2)cc1	-26
117	COc1ccc(CNC2(c3ccccc3OC)CCCC2)cc1CN1CCOCC1	-2
118	C=CCn1c(SCC(=O)Nc2ccccc2F)nc2sc(C)c(C)c2c1=O	-88
119	O=C(NCCc1nc(-c2cccnc2)n[nH]1)C(c1ccccc1)C1CCCC1 (stereo unspecified)	3
120	CC(C)[C@@H](Cn1nnc2ccccc21)NC(=O)c1cnccn1	-9
121	CC1CCc2c(sc3ncn4c(SCC(=O)NCc5cccs5)nnc4c23)C1 (stereo unspecified)	38
122	Cc1cc(C)c2oc(-c3cccc(NC(=O)c4cccnc4)c3C)nc2c1	16
123	CN(C)c1cc[n+](CC(=O)N(C2CCCCC2)C2CCCCC2)cc1	20
124	C=CCOc1ccccc1CN1CCc2c(nc(N3CCCC3)[nH]c2=O)C1	5
125	O=C(Cn1nc(-c2ccc(F)cc2)n(-c2ccncc2)c1=O)NCC1CC1	-30
126	COc1cc(CC(=O)N2CCCC2c2nc3ccccc3[nH]2)cc(OC)c1OC (stereo unspecified)	-7
127	CCOc1cc(/C=C2\Sc3ccccc3C2=O)cc(Br)c1OCC(=O)O	-150

Down the list, quoted from above:
Compounds 121 to 127 in EP2 mod, in turn: 38, 16, 20, 5, -30, -7, -150

Some of the compounds tested; the hit share may differ from the screen's.
